High-throughput results (PubChem BioAssay)
Nrf2 activator – Nrf2 pathway activation; Potency, µM (titrated, usually from 46.1 µM), inactives show top-dose activation, usual class: activators; AREc32 ARE-luciferase reporter (MCF7-derived line), luminescence, 24 h; AID 624171; 410,000 compounds, 0.31% hits; note: potency is the fitted concentration of half-maximal effect; % of control where 0% means no effect; nearly all actives have a fitted effect of over 65% in size
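Luciferase luminescence (Steady-Glo, 30 min at room temperature) served as the read-out of ARE activation in AREc32 cells treated with compounds for 24 hr at 37 deg C.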
TGFb inhibitor – TGF-b pathway inhibition. HepG2 CAGA-GFP TGF-b/SMAD3 reporter, GFP fluorescence, 18 h; TGF-beta stimulated, 500 pg/mL final. 410,000 compounds, 1.2% hits. Potency, µM (highest dose often 46.1 µM), without a hit: at the highest dose activity, negative = inhibition, most hits filed as inhibitors; note: potency is the fitted concentration of half-maximal effect; % is set by controls: 0 for no effect and ±100 for the full control effect; nearly all actives have a fitted effect of over 65% in size
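TGF-beta reporter screen: HEPG2 CAGA-GFP, 1% FBS, 500 pg/mL TGF-beta final, 18 h; per-cell GFP summed per well; curves fitted and categorized by class.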
pAkt inh – Akt phosphorylation inhibition; Neuro2A IGF-stimulated pAkt S473 HTRF, 20 min; stronger effect = lower value; activity change, % for hits at 50 µM; 360,000 compounds, 0.32% hits; AID 651550; in the data active = activity change below about -80%; inconclusive = mostly about -51% to -80%; note: % is set by controls: 0 for no effect and ±100 for the full control effect
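Single-point screen (50 µM final compound) in Neuro2A cells stimulated 20 min with 6 nM IGF at 37 deg C. After lysis, Ser473-phosphorylated Akt read by HTRF (ex 330 nm, em 615/665 nm) as the 665/615 ratio.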
CCT modulator – changes cytosolic chaperonin activity; activity change, % (test concentration not listed), hits read low; 360,000 compounds, 0.3% hits; purified chaperonin ATPase assay, HTRF ADP detection, 30 min; AID 651819; in the data active = activity change below about -30%; note: % is set by controls: 0 for no effect and ±100 for the full control effect
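TRiC at 40 or 20 nM final (batch-dependent) in 30 mM Tris pH 7.4, 100 mM KCl, 5 mM MgCl2, 1 mM DTT, with compound at single 76 uM and 10 uM ATP, 30 min at 37 deg C. ADP detected by HTRF Transcreener, 665/615 ratio.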
HepG2 tox – counter-screen for TGF-b inhibitors: cytotoxicity in HepG2 cells; Potency, µM (highest dose often 46.1 µM), inactives show at the highest dose activity change, negative = cytotoxicity, hits mostly cytotoxic; HepG2 CAGA-GFP viability, ATP luminescence, 18 h; 410,000 compounds, 0.76% hits; note: potency is the fitted concentration of half-maximal effect; some results filed as inactive show a strong effect at the top dose
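HepG2 CAGA-GFP cells (1000/well, DMEM with 1% FBS) received compound, then TGF-beta at 500 pg/mL final, and were incubated 18 hours at 37 degrees C. Viability was read by CellTiter-Glo luminescence. Media-only wells were set as complete cell-killing and DMSO as no toxicity.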
MmCpn inh – inhibitors of Methanococcus maripaludis chaperonin (MmCpn). purified Mm-Cpn ATPase, ADP Transcreener TR-FRET. Potency, µM (top dose mostly 76.9 µM), for inactives: top-dose activity, negative = inhibition, hits mostly inhibitors. 330,000 compounds, 0.031% hits. AID 504842; note: potency is the fitted concentration of half-maximal effect; % is set by controls: 0 for no effect and ±100 for the full control effect; nearly all actives have a fitted effect of over 80% in size
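ATPase turnover read by TR-FRET ADP competition (Eu cryptate antibody/ADP-d2, 665/590 nm): 10uM ATP final, 25nM Mm-CPN final, 30 min 37degC after 10-min compound preincubation, pH 7.4 Tris/KCl/MgCl2/DTT buffer.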
Nrf2 inh – Nrf2 pathway inhibition. 360,000 compounds, 2.1% hits. AID 504444. Potency, µM (series often up to 46 µM), without a hit: top-dose activity change, negative = inhibition, usual class: inhibitors. A549 ARE-Fluc reporter, luciferase luminescence, 18-24 h; note: potency is the fitted concentration of half-maximal effect; % is set by controls: 0 for no effect and ±100 for the full control effect; nearly all actives have a fitted effect of over 60% in size
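Quantitative HTS in A549 cells stably bearing an antioxidant response element-firefly luciferase construct. Inhibition of Nrf2-driven transcription was scored by luminescence after 18-24 h of compound exposure at 37 °C.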
Abeta rescue – A-beta toxicity reversal in yeast | yeast expressing A-beta42, growth rescue, OD600, 48 h; response scale: 0% DMSO, 100% iron-clioquinol control | Potency, µM (top dose mostly 46.1 µM), without a hit: at the top dose growth rescue, hits mostly activators | 410,000 compounds, 0.063% hits; note: potency is the fitted concentration of half-maximal effect; nearly all actives have a fitted effect of over 55% in size
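Yeast A-beta toxicity model in growth medium with pinned compounds, 48 h at 30 C; growth read as absorbance at 600 nm. Normalized to FeCl3/clioquinol equimolar mix (positive) and DMSO (negative).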
A549 tox – counter-screen for Nrf2 inhibitors: cytotoxicity in A549 cells; Potency, µM (top dose mostly 46 µM), without a hit: top-dose activity change, negative = cytotoxicity, usual class: inhibitors; 390,000 compounds, 0.16% hits; A549 ARE-Fluc cells, CellTiter-Fluor viability, 18-24 h; AID 504648; note: potency is the fitted concentration of half-maximal effect; % is set by controls: 0 for no effect and ±100 for the full control effect
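A549 ARE_Fluc cells in 5% FBS OPTI-MEM were exposed to compounds in concentration-response for 18-24 h at 37 deg C. Viability was read by CellTiter-Fluor fluorescence (Ex 405/Em 525) after 30 min, before the luciferase read.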
The depositor's hits bear a star; i = inactive; ? = inconclusive; . = not tested or not shown; & = joins results of further samples; [ ] = dose if it differs, or a comment. Unless noted, calls come from the whole dose curve; as a rule, active = well fitted curve in the direction sought with a large enough effect; inconclusive = small, poorly fitted or top-dose-only effect, or another doubt; inactive = no such curve, though single readings can be large; an effect the other way counts as inactive or inconclusive.

SMILES	Nrf2 activator	TGFb inhibitor	pAkt inh	CCT modulator	HepG2 tox	MmCpn inh	Nrf2 inh	Abeta rescue	A549 tox
COc1ccc(CCNC(=O)c2n[nH]c3ccccc23)cc1	0.2%	1%	i	-1.8	-12%	1%	6%	13%	-1%
Cc1ccc(S(=O)(=O)N2CCOC2CNC(=O)C(=O)NCCCN2CCOCC2)cc1 (stereo not drawn)	-0.4%	-17%	i	2.0	-29%	-3%	8%	-2%	3%
Cc1sc2ncn(CC(=O)NCC(=O)N(C)C3CCCCC3)c(=O)c2c1C	2.2%	-5%	i	1.4	-22%	-4%	-4%	13%	0%
O=C(NCCCN1CCCCC1)c1ccc2c(c1)NC(=O)C(N1CCOCC1)S2 (stereo not drawn)	-0.5%	0%	i	-0.7	7%	1%	3%	6%	2%
COc1ccccc1N(CC(=O)NC1CCCC1)C(=O)c1oc(C(C)(C)C)cc1C	-0.3%	?	i	-1.1	-28%	0%	?	-2%	-1%
NS(=O)(=O)c1ccc(CCNS(=O)(=O)c2ccc(Cl)s2)cc1	0.1%	-22%	i	2.1	-23%	2%	-34%	-16%	3%
O=c1ccn(Cc2ccccc2)c2ccccc12	-0.1%	?	i	-4.5	-12%	0%	?	-13%	1%
Cc1cc(OCC(=O)NCc2ccccn2)cc(C)c1Br	5.2%	-13%	i	-1.0	-7%	0%	3%	3%	17%
CCOc1cccc(=O)c2c(C)n(CC(=O)c3ccccc3)c(C)c12	0.9%	7%	i	0.1	-25%	-4%	?	-4%	?
CCCCOc1ccc(C(=O)N2CCN(CCc3ccncc3)CC2)cc1	-0.4%	26%	.	.	-4%	.	17%	-21%	8%
Cn1nccc1/C=N\NC(=O)c1ccc(Cl)cc1	2.1%	-6%	i	-1.0	-2%	-3%	3%	6%	-8%
O=C(NCc1ccco1)c1cccc(S(=O)(=O)N2CCCCC2)c1	4.0%	-10%	i	0.1	10%	0%	.	6%[9.22 µM]	-5%
O=c1c2cc(Cl)ccc2[nH]c(=S)n1Cc1ccco1	4.6%	25%	i	0.3	-5%	2%	.	-6%	6%
CCOC(=O)C1(C)C=C(Nc2ccc(C(N)=O)cc2)C(=O)N1c1ccccc1 (stereo not drawn)	-0.6%	-5%	.	.	0%	.	11%	-7%	-1%
Cc1cc(C)nc(N2CCN(c3ncnc4c3cnn4Cc3ccc(Cl)cc3Cl)CC2)n1	-0.9%	-5%	i	-1.6	3%	-4%	-6%	-1%	-5%
COc1cccc(NC(=O)CN(C)CC(=O)Nc2ccc(Cl)cc2[N+](=O)[O-])c1	-0.1%	1%	i	-0.3	31%	-2%	-29%	-29%	-5%
Nc1nnc(SCc2nnc(-c3ccccc3)o2)s1	0.5%	?	i	0.9	-24%	-1%	?	-5%	8%
N/C(Cc1ccc([N+](=O)[O-])cc1)=N\OC(=O)c1ccc(Br)cc1	7.1%	7%	i	-1.3	-2%	-2%	0%	-60%[inhibitor]	-1%
Cc1ccc(C(=O)Nc2ccccc2Sc2ccccc2)cc1	-1.8%	21%	i	-3.7	13%	0%	0%	-7%	5%
O=C(CNS(=O)(=O)c1cccs1)N1CCN(c2ccccc2Cl)CC1	6.5%	-11%	.	.	-5%	.	9%[9.27 µM]	5%	2%
Cc1nc2c(Br)c(C)nn2c2c1CCC2	-2.7%	12%	i	-2.3	-1%	-6%	-18%	2%	-3%
CC(C)c1ccc(NC2CCCN(C(=O)CCc3cn[nH]c3)C2)cc1 (stereo not drawn)	-0.7%	-5%	i	-1.7	0%	0%	10%	-7%	-1%
O=C(CN1CCN(c2ccccc2F)CC1)c1c[nH]c2ccccc12	0.1%	2%	i	2.1	-12%	0%	-12%	2%	-16%
CS(=O)(=O)c1ccccc1C(=O)Nc1nc2ccccc2[nH]1	2.9%	-4%	i	-1.5	5%	-1%	.	-21%	?
CCOc1ccc(/C(O)=C2\C(=O)C(=O)N(c3cc(C)on3)C2c2ccccc2OC)cc1 (stereo not drawn)	0.1%	-5%	i	0.1	-2%	?	?	-32%[inhibitor]	-11%
COc1ccccc1C(=O)COC(=O)c1ccccc1O	?	1%	i	0.5	-14%	0%	-12%	-14%	0%
COC(=O)C1(C)CCCC2(C)c3cc(OC)ccc3C(=O)C(Br)C12 (stereo not drawn)	21%	?	i	0.1	-84%	.	.	10%	.
C[C@@H]1CN([C@H](C)CO)C(=O)CCCn2nncc2CO[C@H]1CN(C)S(=O)(=O)c1ccc(-n2cccn2)cc1	-0.5%	-1%	i	-0.9	-14%	.	.	-8%	.
CCOC(=O)c1c(NC(=O)CS(=O)(=O)c2ccc(Cl)cc2)sc2c1CCCC2	-1.1%	?	.	.	-20%	.	.	-14%	11%
CC(C)n1nnnc1C(c1ccc(F)cc1)N1CCN(C2CCCC2)CC1 (stereo not drawn)	0.3%	-2%	i	-1.4	-2%	2%	15%	11%	1%
Cc1ccc2[nH]c(C(=O)N/N=C/c3ccc([N+](=O)[O-])cc3)c(C)c2c1	-0.1%	-12%	i	-0.9	2%	0%	-11%	-10%	2%
COc1cnn(-c2ccc(F)cc2)c(=O)c1Br	0.9%[9.22 µM]	-4%	i	-66*	-1%	-22%	4%	-23%	-11%
Cn1cc(C(=O)O)c(-c2ccc3c(c2)OCCCO3)n1	0.1%	5%	i	0.7	-8%	-2%	11%	-3%	1%
CN(C)S(=O)(=O)c1cccc(NC(=O)COC(=O)c2cc3ccccc3oc2=O)c1	7.3%	-7%	i	-0.7	-14%	-5%	?	0%	9%
COc1cccc(CN(C)C(=O)C2CCCN(C(=O)c3ccc(Cl)cc3)C2)c1 (stereo not drawn)	-0.1%	0%	i	-0.1	-11%	.	.	-15%	.
CCCCCCCN1CCC(=O)N(CCO)CC1	-0.9%	15%&-1%	i	-0.5	0%&2%	-1%	0%	1%	4%
CC(C)(C)OC(=O)[C@H](CCCCN)NC(=O)c1[nH]cnc1C(=O)N[C@@H](Cc1ccccc1)C(=O)OCc1ccccc1	-0.7%	?	i	2.2	-50%	-1%	-1%	4%	4%
COc1cc(-c2cc(=O)c3c(O)c(OC)c(OC)cc3o2)cc(OC)c1O	16%	1%	i	1.3	-33%	-1%	12%	-32%	-9%
CCOc1ccc(CSC(CC(=O)O)C(=O)O)cc1 (stereo not drawn)	4.8%	5%	i	-1.2	0%	0%	4%	-6%	-2%
COc1cccc(C(=O)N2CC(=O)Nc3ccc(C)cc3C2c2ccc(F)cc2)c1OC (stereo not drawn)	2.5%	8%	.	.	-21%	.	8%[9.27 µM]	2%	0%
COc1ccc(NC(=S)N(CCCN2CCOCC2)C(C)c2cc3ccccc3o2)cc1 (stereo not drawn)	-0.7%	-27%	i	-0.3	-8%	2%	12%	4%	0%
O=C(CSc1nnc(COc2ccccc2)o1)N1CCN(c2ccccc2)CC1	-0.2%	-3%&-7%	i	-1.6	-11%&-22%	-3%	6%	13%	-3%&-1%
COCCN(CCOC)c1cc(C)c(C#N)c2nc3ccccc3n12	-0.5%	6%	i	-1.2	15%	-1%	.	-2%	-1%
Cn1nccc1C(=O)N1CCN(S(=O)(=O)c2ccc(Br)s2)CC1	-0.1%	-4%	i	3.8	-3%	-5%	13%	3%	?
CCCOc1ccc(-c2cccc(NS(=O)(=O)c3ccc(CC)cc3)c2)nn1	5.1%	?	.	.	-31%	.	.	17%	-4%
OC(COc1ccc2ccccc2c1)CN1CCOCC1 (stereo not drawn)	3.1%&4.8%	-9%&-14%	i	1.1&0.6	19%&0%	0%	?	3%&0%	1%&-1%
COc1ccc(CNC(=O)CNS(=O)(=O)c2cccc(C#N)c2)cc1OC	-0.4%	-5%	i	-0.9	7%	1%	0%	-7%	1%

Structures above that contain a Cl atom, in the order listed:
SMILES	Nrf2 activator	TGFb inhibitor	pAkt inh	CCT modulator	HepG2 tox	MmCpn inh	Nrf2 inh	Abeta rescue	A549 tox
NS(=O)(=O)c1ccc(CCNS(=O)(=O)c2ccc(Cl)s2)cc1	0.1%	-22%	i	2.1	-23%	2%	-34%	-16%	3%
Cn1nccc1/C=N\NC(=O)c1ccc(Cl)cc1	2.1%	-6%	i	-1.0	-2%	-3%	3%	6%	-8%
O=c1c2cc(Cl)ccc2[nH]c(=S)n1Cc1ccco1	4.6%	25%	i	0.3	-5%	2%	.	-6%	6%
Cc1cc(C)nc(N2CCN(c3ncnc4c3cnn4Cc3ccc(Cl)cc3Cl)CC2)n1	-0.9%	-5%	i	-1.6	3%	-4%	-6%	-1%	-5%
COc1cccc(NC(=O)CN(C)CC(=O)Nc2ccc(Cl)cc2[N+](=O)[O-])c1	-0.1%	1%	i	-0.3	31%	-2%	-29%	-29%	-5%
O=C(CNS(=O)(=O)c1cccs1)N1CCN(c2ccccc2Cl)CC1	6.5%	-11%	.	.	-5%	.	9%[9.27 µM]	5%	2%
CCOC(=O)c1c(NC(=O)CS(=O)(=O)c2ccc(Cl)cc2)sc2c1CCCC2	-1.1%	?	.	.	-20%	.	.	-14%	11%
COc1cccc(CN(C)C(=O)C2CCCN(C(=O)c3ccc(Cl)cc3)C2)c1 (stereo not drawn)	-0.1%	0%	i	-0.1	-11%	.	.	-15%	.

Part of the list above in order of molecular weight, highest first.
SMILES	Nrf2 activator	TGFb inhibitor	pAkt inh	CCT modulator	HepG2 tox	MmCpn inh	Nrf2 inh	Abeta rescue	A549 tox
COc1cccc(C(=O)N2CC(=O)Nc3ccc(C)cc3C2c2ccc(F)cc2)c1OC (stereo not drawn)	2.5%	8%	.	.	-21%	.	8%[9.27 µM]	2%	0%
COc1ccc(CNC(=O)CNS(=O)(=O)c2cccc(C#N)c2)cc1OC	-0.4%	-5%	i	-0.9	7%	1%	0%	-7%	1%
COc1cc(-c2cc(=O)c3c(O)c(OC)c(OC)cc3o2)cc(OC)c1O	16%	1%	i	1.3	-33%	-1%	12%	-32%	-9%
